Screening data deposited in PubChem by National Center for Advancing Translational Sciences (NCATS).
IL-1B inflam inh: qHTS for Inhibitors of Inflammasome Signaling: IL-1-beta AlphaLISA Primary Screen; THP-1 LPS/ATP IL-1B secretion, AlphaLISA, 16 h; stronger effect = lower value; activity change, % at 57.5 µM; AID 743279, 2014; 4.7% of 360,000 active; in the data active means activity change below about -50%; inconclusive means mostly about -30% to -49%; further: on the % scale 0 is the no-effect control and ±100 the full control effect
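THP-1 cells pretreated 1 hr with compounds (up to 57.5 uM final), then stimulated with LPS (250 ng/mL final) plus ATP (1.25 mM final); secreted IL-1B measured by AlphaLISA after 16 hr, decreased signal indicating inhibition.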
KB-3-1 cytotox: qHTS assay for MDR1-selective chemotherapeutics: Primary screen using the parental adenocarcinoma cell KB-3-1. KB-3-1 viability, CellTiter-Glo ATP luminescence, 72 h. Potency, µM (series often up to 46.1 µM), for the others: top-dose activity change, negative = cytotoxic, usual class: cytotoxic. 1.4% of 400,000 active. AID 1347075, 2019; further: potency means the concentration at half of the fitted maximal effect; on the % scale 0 is the no-effect control and ±100 the full control effect; nearly all actives have a fitted effect of over 60% in size
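Parental KB-3-1 adenocarcinoma cells in phenol-red-free DMEM with 10% FBS were pin-treated with compounds at several concentrations, incubated 72 h at 37 °C, and viability read by CellTiter-Glo luminescence; concentration-effect curves were fitted after normalization.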
MCF10A rerep: A quantitative high throughput screen for small molecules that induce DNA re-replication in MCF 10a normal breast cells. MCF 10A DNA re-replication, Hoechst nuclear intensity, 48 h. Potency, µM (titrated, usually from 46.1 µM), inactives show top-dose activity, positive = re-replication, usual class: activators. 2.9% of 350,000 active; further: potency means the concentration at half of the fitted maximal effect; % of control where 0% means no effect; nearly all actives have a fitted effect of over 50% in size
S2 tox: Viability Counterscreen for Primary qHTS for Inhibitors of ATXN expression. S2 cells (HEK-293 line with an ATXN2-luciferase reporter) viability, CellTiter-Fluor protease fluorescence, 24 h. Potency, µM (titrated, usually from 56.7 µM), usual class: cytotoxic. 0.49% of 400,000 active; further: potency means the concentration at half of the fitted maximal effect; nearly all actives have a fitted effect of over 40% in size
HT1080NT lethal: qHTS for induction of synthetic lethality in tumor cells producing 2HG: qHTS for the HT-1080-NT fibrosarcoma cell line | HT-1080-NT fibrosarcoma viability, CellTiter-Glo ATP luminescence, 48 h | Potency, µM (highest dose often 46.1 µM), inactives show at the highest dose activity, negative = less viability, hits mostly cytotoxic | 1.6% of 360,000 active | AID 686970, 2013;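 further: NT is the 2HG producing partner of a matched IDH1 knockdown line; potency means the concentration at half of the fitted maximal effect; 0% = DMSO-treated cells and -100% = media-only wells without cells; nearly all actives have a fitted effect of over 55% in size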
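750 cells/well, RPMI + 5% FBS; 2 h settle, compound pin-transfer, 48 h at 37 degrees C. CellTiter-Glo 10 min RT, luminescence. Normalized to DMSO and media-only wells.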
KB-V1 MDR tox: qHTS assay for MDR1-selective chemotherapeutics: Primary screen using the drug-selected MDR subline cells KB-V1. KB-V1 MDR cells viability, CellTiter-Glo, 72 h. Potency, µM (top dose mostly 46.1 µM), for the others: top-dose activity change, negative = cytotoxicity, actives largely listed as cytotoxic. 3.4% of 400,000 active. AID 1347076, 2019; further: potency means the concentration at half of the fitted maximal effect; on the % scale 0 is the no-effect control and ±100 the full control effect; nearly all actives have a fitted effect of over 60% in size
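Cytotoxicity toward P-gp-expressing KB-V1 cells was determined as loss of CellTiter-Glo luminescence after 72 h at 37 degrees C. Compounds were tested in quantitative HTS format across a concentration range, with curves fitted to normalized data.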
SW480 rereplic: A quantitative high throughput screen for small molecules that induce DNA re-replication in SW480 colon adenocarcinoma cells; Potency, µM (series often up to 46.1 µM), without a hit: at the top dose re-replication activation, actives largely listed as activators; SW480 DNA re-replication, Hoechst DNA content imaging, 48 h; 1.8% of 340,000 active; further: potency means the concentration at half of the fitted maximal effect; % of control where 0% means no effect; nearly all actives have a fitted effect of over 55% in size
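Image-based DNA-content assay: after two days of treatment, nuclei were labelled with the DNA dye Hoechst and imaged, and hits were compounds raising the count of nuclei showing high fluorescence intensity.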
HT1080 IDH1KD tx: qHTS for induction of synthetic lethality in tumor cells producing 2HG: qHTS for the HT-1080-IDH1KD cell line; 2% of 360,000 active; Potency, µM (top dose mostly 46.1 µM), for the others: at the highest dose activity, negative = toxicity, most hits filed as cytotoxic; HT-1080 IDH1 knockdown viability, ATP luminescence, 48 h;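 further: potency means the concentration at half of the fitted maximal effect; 0% = DMSO wells and -100% = cell-free medium wells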
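HT-1080-IDH1KD cells (IDH1 knocked down), 750/well in RPMI with 5% FBS, treated with compound 48 h at 37 degrees C. Viability by CellTiter-Glo luminescence, normalised to DMSO and no-cell wells; concentration-response curves classed.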
ATXN2 expr inh: Primary qHTS for Inhibitors of ATXN expression; Potency, µM (doses to about 57 µM), inactives show at the highest dose activity change, negative = inhibition, usual class: inhibitors; HEK-293 ATXN2-luciferase reporter, luminescence, 24 h; 0.72% of 360,000 active; further: potency means the concentration at half of the fitted maximal effect; on the % scale 0 is the no-effect control and ±100 the full control effect; nearly all actives have a fitted effect of over 55% in size
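ATXN2-luciferase reporter cells (luciferase flanked by upstream and downstream ATXN2 gene portions) were treated 24 h at 37 °C with compounds at up to 57 uM. SteadyGlo luminescence gave expression; GF-AFC fluorescence gave viability.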
* marks the source's active call; other numbers are inactive results; i = inactive; u = inconclusive; x = not tested or not shown; [ ] = dose if it differs, or a comment. Unless noted, the call rests on the fitted dose curve; in most records, active means well fitted curve in the direction sought with a large enough effect; inconclusive means small, poorly fitted or top-dose-only effect, or another doubt; inactive means no such curve, though single readings can be large; an effect the other way counts as inactive or inconclusive.

entry	molecule	IL-1B inflam inh	KB-3-1 cytotox	MCF10A rerep	S2 tox	HT1080NT lethal
1	Brc1cnc2nc(SCc3nc4ccccc4[nH]3)[nH]c2c1	47	-8%	3%	i	1%
2	CCOC(=O)c1c(NC(=O)CN2C(=O)NC(C)(c3ccc(Cl)cc3)C2=O)sc(C(=O)NC)c1C (stereo not drawn)	-9	-16%	u	i	-26%
3	COC(=O)[C@]12CCCCC=C1N(CCC1=CCCCC1)C(=O)[C@H](CC(=O)N1CCSCC1)C2	-4	-2%	x	u	-11%
4	C[n+]1cc(C(=O)N2CCCCC2)ccc1/C=C/c1c[nH]c2ccccc12	11	-6%	9%	u	-5%
5	Cc1cc(OCC(=O)N2CCN(c3ccccn3)CC2)cc(C)c1Br	-9	x	u	i	0%
6	COc1cccc(CN2CCN(Cc3[nH]c4ccccc4c3C)CC2CCO)c1 (stereo not drawn)	-78*	-30%	5%	i	-19%
7	CCC(C)C1C(C#N)=C(N)Oc2n[nH]c(C)c21 (stereo not drawn)	-72*	u	24%	u	-20%
8	CCOC(=O)c1cn(CC(=O)Nc2ccccc2C(=O)OCC)nn1	7	12%	3%	i	-1%
9	CCCCN1CC(CO)Oc2cccc(F)c2S1(=O)=O (stereo not drawn)	11	-1%	-10%	i	18%
10	COc1ccccc1NC(=O)CSc1ccc2nnc(CCNC(=O)c3ccccc3)n2n1	i	u	1%	i	-5%
11	CC1CCN(CCOc2cc(Cl)ccc2Cl)CC1	12	3%	-2%	i	-3%
12	Cc1ccc(N2CC(C(=O)OCC(=O)c3c(N)n(CC(C)C)c(=O)n(C)c3=O)CC2=O)cc1 (stereo not drawn)	5	-4%	u	i	0%
13	COc1cc(O)c(C(=O)c2ccccc2)cc1S(=O)(=O)O	x	x	1%	i	x
14	CCOC(=O)C1C(=O)N(O)CC1c1cccc(Oc2ccccc2)c1 (stereo not drawn)	25	-12%	4%	i	1%
15	CN1CCN(c2ccc(Cl)cc2NC(=O)CCN2C(=O)c3ccccc3C2=O)CC1	22	0%	1%	i	7%

entry	KB-V1 MDR tox	SW480 rereplic	HT1080 IDH1KD tx	ATXN2 expr inh
1	19%	-17%	-1%	24µM*
2	1%	2%	-25%	-9%
3	u	x	2%	-24%
4	-4%	2%	-3%	-12%
5	x	-8%	-21%	-20%
6	u	12%	-10%	-15%
7	-13%	1%	u	-33%
8	0%	-1%	8%	10%
9	9%	-13%	6%	6%
10	-6%	u	1%	-13%
11	2%	-7%	-10%	-13%
12	-11%	7%	-9%	-13%
13	x	3%	x	11%
14	-5%	6%	2%	x
15	6%	-1%	1%	x

Carrying on:
entry	molecule	IL-1B inflam inh	KB-3-1 cytotox	MCF10A rerep	S2 tox	HT1080NT lethal
16	COc1ccc(OC)c(S(=O)(=O)N2CCCCCC2)c1	-13	-8%	0%	i	0%
17	COc1ccc(C)cc1NC(=O)CSc1nc(=O)n(CCCN2CCOCC2)c2c1CCCC2	-17	-3%	6%	u	-10%
18	O=C(COC(=O)c1cc(=O)[nH]c2ccccc12)Nc1nc(-c2ccccc2)cs1	-12	15%	11%	i	-6%
19	CC(=O)NC(=S)Nc1ccccc1N1CCCCC1	26	-2%	0%	i	-3%
20	Cc1cc(C)cc(N2CC(C(=O)O)CC2=O)c1 (stereo not drawn)	8	1%	-1%	i	15%
21	CC1CCN(CCCNC(=O)C2CCN(S(=O)(=O)N3CCC4(CC3)OCCO4)CC2)CC1	1	20%	-2%	i	-1%
22	CN(C)C(=O)CCc1ccc2c3c([nH]c2c1)[C@]1(C)[C@@H](C(=O)N2CCCCC2)C[C@H](CC(=O)NC(C)(C)C)C(=O)N1CC3	1	24%	-5%	i	16%
23	CC1CCN(C(=O)c2ccc(-n3cnnn3)cc2)CC1	4	-1%	-2%	i	-1%
24	COCCCn1c(=O)/c(=C\c2ccc(OC(F)F)c(OC)c2)s/c1=C(/C#N)C(N)=O	u	6%	u	x	17%
25	Cc1ccc(S(=O)(=O)N2CCOCC2)cc1NC(=O)COc1cccc(-n2cnnn2)c1	5	-1%	-3%	i	-5%
26	COC(=O)c1ccccc1NC(=S)NC(=O)c1ccc(C)cc1	0	6%	9%	i	-8%
27	Cc1ccc([C@H]2C[C@@H](O)[C@H](n3cc(C4CC4)nn3)CN2C(=O)c2cccs2)cc1	-2	-7%	x	i	-5%
28	COc1ccc(NC(=S)N(CCCN2CCOCC2)C(C)c2cc3cccc(OC)c3o2)cc1 (stereo not drawn)	0	-3%	13%	i	-6%
29	O=C(CSc1ccc2nnc(-c3ccccc3)n2n1)NCc1ccco1	-2	-13%	2%	i	2%
30	Cc1ccc(N2CCN(S(=O)(=O)c3ccc4[nH]c5c(c4c3)CCCCC5)CC2)c(C)c1	x	u	x	i	x

entry	KB-V1 MDR tox	SW480 rereplic	HT1080 IDH1KD tx	ATXN2 expr inh
16	u	-8%	-8%[9.24 µM]	1%
17	-10%	13%	0%	-4%
18	-1%	-5%	3%	x
19	6%	-4%	0%	5%
20	12%	1%	19%	5%
21	19%	-9%	12%	-14%
22	33%	u	11%	2%
23	4%	-1%	1%	-15%
24	u	-21%	13%	x
25	-20%	1%	0%	-8%
26	-2%	-4%	-4%	13%
27	u	x	0%	-4%
28	3%	-4%	-23%	-6%
29	-7%	-2%	1%	4%
30	u	x	x	-15%

More compounds.
entry	molecule	IL-1B inflam inh	KB-3-1 cytotox	MCF10A rerep	S2 tox	HT1080NT lethal
31	O=C(CC1Sc2ccccc2NC1=O)NNc1ccc(Cl)cc1Cl (stereo not drawn)	-58*	-7%	16%	i	u
32	COc1ccc(OCC(=O)Nc2ccc(C)c(S(=O)(=O)N(C)C)c2)cc1	-18	-17%	-11%	i	3%
33	OC[C@@H]1CN(Cc2ccco2)C[C@H](n2cnc3c(N4CCN(c5ccccc5)CC4)ncnc32)O1	9	0%	x	i	-10%
34	O=C(O)CCC(NS(=O)(=O)c1ccc(-c2ccccc2)cc1)C(=O)O (stereo not drawn)	3	-4%	2%	i	0%
35	Cc1cn([C@H]2C[C@H](O)[C@@H](/C=C/C(=O)NCc3cccc4ccccc34)O2)c(=O)[nH]c1=O	-14	0%	x	i	4%
36	COCC(=O)N(Cc1cc2cc(C)ccc2[nH]c1=O)c1ccc(C)c(C)c1	u	0%	0%	i	-18%
37	O=[N+]([O-])c1cccc(S(=O)(=O)c2ccc(N3CCCCC3)c([N+](=O)[O-])c2)c1	-15	-1%	9%	i	-12%
38	C#CCSc1nnc(-c2c[nH]c3ccccc23)n1C	25	0%	3%	u	15%
39	CC(=O)Nc1ccc(NC(=O)C(C)OC(=O)c2ccc(S(=O)(=O)N3CCCCC3)cc2)cc1 (stereo not drawn)	13	-2%	u	u	23µM*
40	Cn1c(=O)n(C)c2cc(NC(=O)COc3ccc(F)cc3)ccc21	40	-6%	2%	i	-2%
41	CC1=C(C)/C(=N/OC(=O)c2cccc([N+](=O)[O-])c2)C=CC1=O	-4	-1%	8.2µM*	i	u
42	CN(C(=O)c1ccc(C#N)cc1)c1nnc(-c2ccccn2)s1	-3	5%	0%	i	23%
43	CC1=NN(S(=O)(=O)c2ccc(C)cc2)C(=O)c2ccccc2O1	-3	-1%	1%	i	0%
44	CCOc1ccccc1OCC(=O)Nc1cc2c(cc1C(=O)O)OCCCO2	13	-1%	2%	i	0%
45	CCCCNC(=O)C1CCC(CNS(=O)(=O)c2c(C)cc(C)cc2C)CC1 (stereo not drawn)	-12	-7%	-7%	i	-5%
46	Cc1ccc(Sc2nnc(Cc3ccccc3)c3ccccc23)cc1	-89*	-20%	u	i	-5%[9.24 µM]
47	Cc1cc(NC(=O)CCC(=O)N(CC(=O)NC2CCCC2)c2cccc(F)c2)no1	12	5%	-20%	i	-1%
48	CC(=O)c1cc(C#N)c(N2CCCC2)nc1C	36	0%	0%[9.22 µM]	i	0%

entry	KB-V1 MDR tox	SW480 rereplic	HT1080 IDH1KD tx	ATXN2 expr inh
31	-11%	27%	u	-18%
32	-3%	-4%	-1%	-16%
33	2%	x	-9%	-32%
34	13%	0%	2%	1%
35	14%	x	6%	8%
36	-26%	0%	-24%	9%
37	u	3%	-24%	-10%
38	14%	-14%	-1%	2%
39	22%	u	u	u
40	-9%	-20%	-1%	x
41	-3%	8.2µM*	18µM*	3%
42	16%	-3%	15%	5%
43	u	21%	8%	x
44	u	0%	1%	5%
45	2%	2%	0%	x
46	u	u	-11%	u
47	-7%	-3%	8%	-5%
48	-9%	u	-14%	-9%

Profiles as entered above. Order of values: IL-1B inflam inh	KB-3-1 cytotox	MCF10A rerep	S2 tox	HT1080NT lethal	KB-V1 MDR tox	SW480 rereplic	HT1080 IDH1KD tx	ATXN2 expr inh
Cc1cn([C@H]2C[C@H](O)[C@@H](/C=C/C(=O)NCc3cccc4ccccc34)O2)c(=O)[nH]c1=O across the screens: -14	0%	x	i	4%	14%	x	6%	8%
CC(=O)c1cc(C#N)c(N2CCCC2)nc1C across the screens: 36	0%	0%[9.22 µM]	i	0%	-9%	u	-14%	-9%

Reprinted: entries 47–48
entry	molecule	IL-1B inflam inh	KB-3-1 cytotox	MCF10A rerep	S2 tox	HT1080NT lethal
47	Cc1cc(NC(=O)CCC(=O)N(CC(=O)NC2CCCC2)c2cccc(F)c2)no1	12	5%	-20%	i	-1%
48	CC(=O)c1cc(C#N)c(N2CCCC2)nc1C	36	0%	0%[9.22 µM]	i	0%

entry	KB-V1 MDR tox	SW480 rereplic	HT1080 IDH1KD tx	ATXN2 expr inh
47	-7%	-3%	8%	-5%
48	-9%	u	-14%	-9%

Hits appear at their usual frequency. About 11% of those tested had a hit in this group.
